Source: PubChem
SENP8 inh: inhibitors of human SENP8 protease | actives 0.64% (n = 360,000) | recombinant SENP8, Nedd8 substrate fluorescence | Q96LD8 | inhibition, % at 20 µM; in the data active = inhibition mostly above about 40%, no sharp cut-off; inactive = mostly below about 27%
SENP1 FRET inh: SENP1 (human) catalytic domain inhibition | actives 0.21% (n = 360,000) | Q9P0U3 | recombinant SENP1 catalytic domain, CyPet-SUMO1-YPet FRET cleavage | inhibition, % at 10 µM;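 active = inhibition at least 30% at 10 µM, raw YFP signal under a set limit, fluorescence ratio 0.5 to 1.5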;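 also: 0% = enzyme with DMSO and 100% = no enzyme wells; some results filed as inactive read as strong as hits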
Target sequence (Q9P0U3 419-644 limits assumed): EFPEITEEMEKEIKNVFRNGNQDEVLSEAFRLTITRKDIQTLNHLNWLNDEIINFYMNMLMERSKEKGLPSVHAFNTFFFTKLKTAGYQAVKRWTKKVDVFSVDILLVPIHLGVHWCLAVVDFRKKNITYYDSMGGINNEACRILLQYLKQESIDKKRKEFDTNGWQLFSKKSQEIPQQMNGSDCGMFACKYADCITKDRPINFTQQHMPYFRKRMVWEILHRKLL
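System: Recombinant human SENP1 catalytic domain, His6-tagged | Incubation: Enzyme reaction for 50 min at room temperature, dark | Medium: Tris pH 8 with BME, BSA, NP40 and catalase | Also added: 25 nM SUMO1 FRET substrate | Compound: 10 µM single point, 0.5% DMSO | Measured by: FRET fluorescence in CFP and YFP emission channels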
PfGluPho inh: PfG6PD (Plasmodium falciparum) enzyme inhibition | PfGluPho enzyme, NADPH resazurin-diaphorase fluorescence | inhibition, % at 20 µM | AID 504690 | actives 0.78% (n = 350,000);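 active = inhibition reaching at least a set limit at 20 µM in the primary screen, cut at about 59% in these data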;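 also: 0% = DMSO wells with substrate and 100% = DMSO wells lacking glucose-6-phosphate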
HKDC1 inhibitor: HKDC1 (human) hexokinase inhibition; Q2TB90; recombinant HKDC1, G6PDH/diaphorase resazurin coupled fluorescence; inhibition, % at 20 µM; actives 0.16% (n = 340,000);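 active = inhibition above about 35% when tested at 20 µM, limit read from the data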;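 also: plate controls were DMSO wells with enzyme for no effect and DMSO wells lacking enzyme for full effect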
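Test system: HK5 enzyme. Quantity: 5 µg/mL HK5 final. Reagent: glucose and ATP substrates. Schedule: 90 min reaction incubation at room temperature, dark. Technique: resazurin-to-resorufin fluorescence via G6PDH and diaphorase coupling, 525/613 nm. Control set: DMSO wells with and without enzyme mix.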
An asterisk follows results filed as active. An excerpt; count on the stated rates, not on these rows.

SMILES	SENP8 inh	SENP1 FRET inh	PfGluPho inh	HKDC1 inhibitor
CC[C@@H]1C(=O)OC[C@@H]1Cc1cncn1C	12	2	13	-8
